# CD40 NFkB inh: CD40 pathway inhibition in BL2 cells; actives 0.94% (n = 83,000); BL2 NF-kB luciferase reporter, CD40L-induced, 4 h; inhibition, % at 10 µM;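 active = mean inhibition of at least 50% with a set share of replicates also reaching that level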;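 also: 0% = neutral control wells and 100% = IKK inhibitor VII at 50 µM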
# The depositor's hits bear a star; & = joins results of further samples; [ ] = another dose, or the depositor's remark.
SMILES,CD40 NFkB inh
COc1ccc(NS(=O)(=O)c2cc(C(=O)N3CCCCCC3)ccc2C)cc1,5
CCC(=O)N(CC)C[C@@H]1[C@@H](c2ccc(-c3ccccc3)cc2)[C@@H](CO)N1C(C)=O,-7[25 µM]
O=C1COc2ccc(C(=O)NC3CC3)cc2N1,6
CC(CCc1ccccn1)(CCc1ccccn1)C(=O)c1ccccc1,13
COc1cccc(NC(=O)CN(C)C(=O)c2sc3cc(Cl)ccc3c2Cl)c1,-10
O=C(NCc1ccco1)c1ccc(S(=O)(=O)N2CCOCC2)cc1,3
CCC(=O)N[C@@H]1CC[C@H](CC(=O)NCc2ccccc2F)O[C@H]1CO,-2[25 µM]
Cc1ccnc(NS(=O)(=O)c2ccc(NC(=O)c3ccc4c(c3)OCCO4)cc2)n1,-6
CN(C(=O)CN1C(=O)c2cccc(N)c2C1=O)C1CCCCC1,0
Cc1ccc2cccc(S(=O)(=O)NC3CCS(=O)(=O)C3)c2n1 (stereo not drawn),18
N#CCOC(=O)C1CSC2(c3ccc(Br)cc3)CCC(=O)N12 (stereo not drawn),7
Cc1cc(-c2nc(C)c(C(=O)NN)s2)no1,4
COc1ccccc1NC(=O)C(C)OC(=O)CCCOc1ccccc1 (stereo not drawn),2
C/C(=N/NC(=O)NC12CC3CC(CC(C3)C1)C2)c1ccccc1,-1
Cc1cc(NC(=O)Nc2ccc(OCc3ccccc3)cc2)n(C)n1,7
O=C1CCCCC1Nc1ccc2ccccc2c1 (stereo not drawn),-59
CCC1(C(=O)NC(=Nc2ccccc2)Nc2ccccc2)CCOC1=O (stereo not drawn),3
O=C(CC(c1ccccc1)c1ccccc1)NCc1cccnc1,9
CC(C)(C)NC(=O)NC(=O)COC(=O)COc1ccc2c(c1)CCC2,6
O=C(C[C@H]1C[C@@H]2c3cc(NC(=O)Nc4ccccc4F)ccc3O[C@@H]2[C@@H](CO)O1)NCc1ccc2c(c1)OCO2,-11[25 µM]

# Sorted by the number under CD40 NFkB inh (smallest number first): some entries from above
SMILES,CD40 NFkB inh
N#CCOC(=O)C1CSC2(c3ccc(Br)cc3)CCC(=O)N12 (stereo not drawn),7
O=C(CC(c1ccccc1)c1ccccc1)NCc1cccnc1,9
Cc1ccc2cccc(S(=O)(=O)NC3CCS(=O)(=O)C3)c2n1 (stereo not drawn),18

# Back to the main list, repeating the 2 entries before the break.
SMILES,CD40 NFkB inh
CC(C)(C)NC(=O)NC(=O)COC(=O)COc1ccc2c(c1)CCC2,6
O=C(C[C@H]1C[C@@H]2c3cc(NC(=O)Nc4ccccc4F)ccc3O[C@@H]2[C@@H](CO)O1)NCc1ccc2c(c1)OCO2,-11[25 µM]
Cc1nn(-c2cc(N3CCCCC3)ccc2[N+](=O)[O-])c(=O)c2ccccc12,1
Cc1cccc(COc2ccccc2C(=O)NC2CCC(O)CC2)c1 (stereo not drawn),14
CCCC(C)C(=O)NCc1ccncc1 (stereo not drawn),10
CC(=O)Nc1cccc2c1O[C@@H](CN(C)C)[C@H](C)CN(C)C2=O,11
COc1cc(/C=C/C(=O)OCC(=O)NC(=O)NC(C)(C)C)cc(OC)c1OC,-4
COc1ccc2c(c1)CCCC21NC(=O)N(CC(=O)c2cc(F)ccc2F)C1=O (stereo not drawn),6
CCn1cc(CN2CCN(Cc3ccsc3)C(CCO)C2)cn1 (stereo not drawn),1
COCCN(CCOC)Cc1c(C)[nH]c2ccccc2c1=O,11
C/C(CC(=O)NCc1ccco1)=N\NC(=O)c1ccc([N+](=O)[O-])cc1Cl,8
COc1ccc(CNC(=O)COC(=O)CCCOc2ccc(Cl)cc2Cl)cc1,2
CSc1ncc(CN2CCc3c([nH]c4ccccc34)C2c2cccc(C)n2)cn1 (stereo not drawn),2
C[C@@H]1CN([C@H](C)CO)C(=O)CCCn2cc(nn2)CO[C@H]1CN(C)C(=O)CCC(F)(F)F,-6[25 µM]
CCOC(=O)C1(Cc2cccc(OC)c2)CCN(Cc2cnc(N)nc2)CC1,7
C[C@H](CO)N1C[C@H](C)[C@H](CN(C)C(=O)CC2CC2)Oc2cc(-c3ccccc3)ccc2S1(=O)=O,11[25 µM]
C[C@H](NC(=O)COc1ccccc1)C(=O)OCC(=O)c1cc2ccccc2o1,2
CCOC(=O)c1cnc(N)nc1-c1ccccc1,-2
N#C[C@@H]1[C@@H](c2ccccc2)[C@@H](CO)N1S(=O)(=O)c1cccc(F)c1,0[25 µM]
CC(C)(C)c1csc(N(CCC#N)CCC#N)n1,16
COc1ccc(-c2cc(C(F)(F)F)n3ncc(C(=O)N4CCc5ccccc5C4)c3n2)cc1,12
C[C@H](NC(=O)N(C)C[C@H]1OCc2ccccc2-c2c(n(C)c3ccccc23)C(=O)N([C@H](C)CO)C[C@@H]1C)c1ccccc1,-9

# Compounds listed so far containing a Cl atom:
SMILES,CD40 NFkB inh
COc1cccc(NC(=O)CN(C)C(=O)c2sc3cc(Cl)ccc3c2Cl)c1,-10
C/C(CC(=O)NCc1ccco1)=N\NC(=O)c1ccc([N+](=O)[O-])cc1Cl,8
COc1ccc(CNC(=O)COC(=O)CCCOc2ccc(Cl)cc2Cl)cc1,2

# Following part.
SMILES,CD40 NFkB inh
Cc1ccc(S(=O)(=O)N(C)C)cc1[N+](=O)[O-],4
CC(=O)Nc1ccc(N2CCN(c3ccc(C(F)(F)F)cn3)CC2)nc1,-16
COc1cc(N)c(Cl)cc1C(=O)OCC(=O)NCC1CCCO1 (stereo not drawn),1
CO[C@@H]1CN(C)C(=O)c2ccc(NC(=O)Nc3cc(F)ccc3F)cc2OC[C@H](C)N(C(=O)c2ccccn2)C[C@H]1C,-12[25 µM]
O=C(COC(=O)c1n[nH]c2ccccc12)Nc1ccccc1,-78
CCN(CC)CC(C)(C)C(=O)/C=C/c1ccc(/C=C/C(=O)C(C)(C)CN(CC)CC)cc1,75*
Cc1ccccc1-c1ccc([C@@H]2[C@@H](CO)N3C(=O)CN(C(=O)Nc4cccc(F)c4)C[C@H]23)cc1,22[25 µM]
COc1ccc(-n2c(Cc3cccn3C)nnc2SCC(=O)Nc2cccc(NC(C)=O)c2)cc1,7
OCCNCCSc1ccc(Cl)cc1,11
CCCCN(CC)C(=O)Cc1cn(C)c2ccccc12,6
CC(C)OCC(O)CN1CCNCC1 (stereo not drawn),21
CCC(=O)Nc1ccc(Br)c(Cl)c1,-1
Cc1ccc2cc(C#N)c(NCCNC(=S)NCCCN(C)C)nc2c1C,-10
CC=Cc1ccc2n(c1=O)C[C@@H]1[C@@H](CO)[C@H](C(=O)NC3CCCC3)N(Cc3ccccc3)[C@H]21 (mixture of isomers),0[25 µM]
Cc1c(C#N)c2ncnc(-c3ccccc3)c2n1-c1ccccc1,3
O=C(NNC(=O)c1ccccc1[N+](=O)[O-])Nc1ccccc1C(F)(F)F,-4
CC(=O)[C@@]1(O)CC[C@H]2[C@@H]3CCC4=CC(=O)CC[C@]4(C)[C@H]3CC[C@@]21C,17
COc1cccc(-c2cn(CC[C@@H]3CC[C@H](NC(=O)CC4CC4)[C@H](CO)O3)nn2)c1,1
Cc1ccccc1S(=O)(=O)NC1OC(=O)C(Oc2ccccc2)=C1Br (stereo not drawn),6
Cc1ccccc1OCCNC(=O)c1ccccc1Sc1ccccc1C#N,6
CSc1ncc(C(=O)NCCCc2ccccc2)c(C)n1,-1
COc1ccccc1-c1ccccc1[C@@H]1[C@H](C#N)N(C(=O)CN(C)C)[C@H]1CO,-6[25 µM]
COc1cccc(COC(=O)CSCC(=O)Nc2ccc(C)cc2)c1OC,-2
COc1cc(OC)cc(C(=O)NCCSc2c[nH]c3ccccc23)c1,7
COCCCNc1ccn2nc(-c3ccc(CC(C)C)cc3)cc2n1,-52
Cc1cc(C(=O)NC2CCCc3c2cnn3-c2ccc(C)c(C)c2)nc(C)n1 (stereo not drawn),-1
COc1cccc2cc(S(=O)(=O)c3ccccc3)c(=Nc3ccc4c(c3)OCCO4)oc12,2
COc1ccccc1-c1ccccc1[C@@H]1[C@@H](C#N)N(C(=O)C2CCC2)[C@H]1CO,1[25 µM]
COc1ccc(/C=N/n2cncn2)cc1Cn1cc([N+](=O)[O-])cn1,-3
c1ccc(-c2nnc3sc(-c4cc5ccccc5o4)nn23)cc1,19
CC(C)C(=O)NC(CC(=O)O)c1ccccc1 (stereo not drawn),13
C[C@@H]1CN(C(=O)c2nc3ccc(Cl)cn3c2CN[C@H]2CCCCNC2=O)C[C@H](C)O1,5
O=C(Nc1cccc(S(=O)(=O)N2CCOCC2)c1)c1ccco1,7
CC1CN(N=Cc2ccc([N+](=O)[O-])o2)C(=N)O1 (stereo not drawn),5
COc1ccc(C[C@H]2CCc3cnnn3COCCNC2=O)cc1,4[25 µM]
O=C(CCN=C1NS(=O)(=O)c2ccccc21)OCC(=O)c1ccc(F)c(F)c1,4
CC(C)[C@@H](C)NC(=O)N(C)C[C@@H]1OCc2ccccc2-c2c(n(C)c3ccccc23)C(=O)N([C@@H](C)CO)C[C@@H]1C,-13
CC(C)NC(=O)N1[C@@H]2CNC[C@H]1C2c1ccc(-c2ccc(C#N)cc2)cc1 (stereo partly drawn),-2
N#Cc1c(NC(=O)COC(=O)c2ccc(F)cc2)sc2c1CCC2,5
CNC(=O)C[C@@H]1CC[C@@H]2[C@H](COc3ccc(NS(=O)(=O)c4ccc(F)cc4)cc3C(=O)N2C)O1,-14[25 µM]
CN(C)C(=O)c1ccc(-c2ccc3c(c2)[C@H]2[C@H](CCN2S(=O)(=O)c2ccccc2)[C@@H](CO)N3)cc1,-24[25 µM]
CCOc1ccc(C(=O)COC(=O)C2COc3ccccc3O2)cc1 (stereo not drawn),1
NC(=O)c1ccsc1NC(=O)COC(=O)Cc1n[nH]c(=O)c2ccccc12,8
Cc1ccc2nc(NC3=NC(CC(=O)O)C(=O)N3)nc(C)c2c1 (stereo not drawn),7
Cc1ccc(C23CC4CC(CC(NC(=O)N5CCN(C)CC5)(C4)C2)C3)cc1,9
CN(C)c1ccc(NC(=O)c2cccc(C(=O)Nc3ccc(N(C)C)cc3)n2)cc1,-31
NC(N)=NC(=O)c1nc(Cl)c(N)nc1N,-1
CN1CCN(CC(=O)Nc2c(C#N)cnn2-c2ccccc2)CC1,-6
C[C@H](NC(=O)[C@@H]1CSC2c3ccccc3C(=O)N21)C(=O)NCCc1ccccc1 (stereo partly drawn),-56
O=S(=O)(c1cccc(F)c1)N1[C@@H]2CNC[C@H]1C2c1ccc(-c2ccncc2)cc1 (stereo partly drawn),-5&0[25 µM]
CN(C)CCCN(C(=O)c1ccco1)c1nc2c(F)cccc2s1,-2
COc1ccc(C)cc1NC(=O)COC(C)=O,7
CNC[C@@H]1Oc2ncccc2C(=O)N(C)C[C@@H]1C,4
CCC(O)(C#CCN1CCCCC1)CC,6
O=C(Cc1ccccc1)c1c[nH]c(C(=O)NCc2ccncc2)c1,-5
OC(CNC1CCCc2ccccc21)COc1ccc2ccccc2c1 (stereo not drawn),17
CCOc1ccc(NS(=O)(=O)c2ccc3c(c2)N(C(C)=O)CC3)cc1,7
CCOc1ccc(S(=O)(=O)NCCC(=O)N(C)CC(=O)Nc2ccc(N3CCOCC3)cc2)cc1,0
CCN(CC)c1ccc(-c2nnc(SCC(=O)N(CCOC)c3c(N)n(CC(C)C)c(=O)[nH]c3=O)o2)cc1,-34
Cc1nc(N2CCCC2C(=O)O)c2oc3ccccc3c2n1 (stereo not drawn),5
# Next section.
SMILES,CD40 NFkB inh
CN(C1CCCCC1)S(=O)(=O)CCNC(=O)c1ccccc1,-5
O=C(COC(=O)CNC(=O)c1ccccc1F)Nc1nnc(-c2ccccc2)o1,-9
CCc1noc(C)c1C(=O)Nc1cc(S(=O)(=O)N2CCCCC2)ccc1N(C)C,1
NCC1OC(n2cnc3c(N)ncnc32)CC1O (stereo not drawn),1
CC(C)(C)[C@H](N)C(=O)N[C@H]1CCC2C3CC=C4C[C@@H](O)CC[C@]4(C)C3CC[C@@]21C (stereo partly drawn),103*
COc1cccc(-c2cc(C(=O)N3CCOCC3)no2)c1,-34
COc1ccc(OCC(N)=O)cc1,-1
CN1CCCC2(CCCN(Cc3nc(Cc4cccc(C(F)(F)F)c4)no3)C2)C1 (stereo not drawn),-5
O=C(C1CCOCC1)N1CC(=O)N2[C@H](CO)[C@@H](c3ccc(C#CC4CCCCC4)cc3)[C@H]2C1,-7[25 µM]
COc1cccc(CNC(=O)c2ccc(S(=O)(=O)N3CCOCC3)cc2)c1,7
COc1cccc(N/C(N)=N/c2nc(C(F)(F)F)cc(C(F)(F)F)n2)c1,17
COc1ccc(NC(=O)C(=O)NCC2CCCN2S(=O)(=O)c2cc(C)ccc2C)cc1 (stereo not drawn),16
CC(C)NC(=O)N(C)C[C@H]1OCc2cnnn2CCCC(=O)N([C@H](C)CO)C[C@@H]1C,-3
O=C(Cc1ccccn1)N1CC[C@@H]2[C@H]1c1cc(-c3cccc(F)c3)ccc1N[C@@H]2CO,-1[25 µM]
C[C@@H]1CCCCO[C@@H](CN(C)Cc2ccncc2)[C@H](C)CN([C@H](C)CO)C(=O)c2cc(NC(=O)Cc3ccccc3)ccc2O1,-16[25 µM]

# Three compounds from above, sorted by molar mass, rising:
SMILES,CD40 NFkB inh
O=C(COC(=O)CNC(=O)c1ccccc1F)Nc1nnc(-c2ccccc2)o1,-9
O=C(Cc1ccccn1)N1CC[C@@H]2[C@H]1c1cc(-c3cccc(F)c3)ccc1N[C@@H]2CO,-1[25 µM]
C[C@@H]1CCCCO[C@@H](CN(C)Cc2ccncc2)[C@H](C)CN([C@H](C)CO)C(=O)c2cc(NC(=O)Cc3ccccc3)ccc2O1,-16[25 µM]

# Assay outcomes: PubChem BioAssay, Broad Institute

# Not all compounds are listed, so the mix of outcomes need not match the whole.
